Screening data from PubChem.
T cruzi intra – inhibitors of intracellular Trypanosoma cruzi, primary screen, cell-based, plate reader, single point, set 2. intracellular Trypanosoma cruzi in host cells. activity score (inhibition), % at 5.01 µM. 22,000 tested, 4.9% active. AID 651903, 2012; in the data active means activity score above about 55%;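 further: parasites and compound incubated about four days before reading; 0% = median of neutral control wells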
INS-1E ATP HTS – protection of INS-1E cells from cytokine death, primary screen, ATP luminescence, single point; 20,000 tested, 0.1% active; protection from cytokine-induced ATP loss, % at 10 µM; INS-1E cytokine-induced death, 48 h; normalised: neutral wells 0, positive control 100;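 active means mean replicate protection from cytokine-induced ATP loss at least 50% and at least 75% of replicates each reaching 50%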
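Test system: INS-1E rat cells | Quantity: 8000 cells per well | Medium: Phenol-red-free RPMI with 5% fetal bovine serum | Reagent: Cytokine cocktail of IFN-γ, TNF-α and IL-1β | Doses: One compound concentration, pin transfer | Timing: 48 h co-treatment, 10 min post-lysis read | Technique: Luminescent ATP assay (CellTiter-Glo)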
An asterisk follows results filed as active; / = not tested or not shown.

molecule	T cruzi intra	INS-1E ATP HTS
Cc1ccc(S(=O)(=O)N(C)C[C@H]2OCCCC[C@@H](C)Oc3ccc(NC(=O)CCCCCC(=O)Nc4ccccc4N)cc3C(=O)N([C@H](C)CO)C[C@@H]2C)cc1	-40	0
Cc1noc(C)c1NC(=O)N(C)C[C@H]1Oc2ccc(NC(=O)Nc3ccc(F)cc3)cc2C(=O)N([C@@H](C)CO)C[C@H]1C	7	12
C[C@@H]1CN([C@@H](C)CO)C(=O)c2cc(NC(=O)c3ccncc3)ccc2O[C@@H]1CN(C)C(=O)Nc1ccccc1	-1	3
C[C@@H]1CN([C@@H](C)CO)C(=O)c2cccc(NC(=O)C3CCCCC3)c2O[C@H]1CN(C)S(=O)(=O)c1ccccc1	-4	10
C[C@H]1CN([C@@H](C)CO)C(=O)c2cccc(NC(=O)Nc3ccc4c(c3)OCO4)c2O[C@@H]1CN(C)C(=O)NC1CCCCC1	15	-1
COc1cccc(S(=O)(=O)N(C)C[C@@H]2Oc3ncc(C#Cc4ccc(F)cc4)cc3C(=O)N([C@H](C)CO)C[C@@H]2C)c1	73*	/
C[C@@H]1CN([C@H](C)CO)C(=O)c2cc(NS(=O)(=O)c3cccs3)ccc2O[C@@H]1CN(C)Cc1ccc2c(c1)OCO2	2	/
COc1ccc(CN(C)C[C@@H]2Oc3ccc(NS(=O)(=O)c4cn(C)cn4)cc3C(=O)N([C@@H](C)CO)C[C@@H]2C)cc1	-17	8
C[C@@H]1CCCCO[C@@H](CN(C)Cc2ccc(Cl)c(Cl)c2)[C@@H](C)CN([C@H](C)CO)C(=O)c2cc(NC(=O)Cc3ccccc3)ccc2O1	64*	-45
C[C@@H]1CN([C@H](C)CO)C(=O)c2cc(NS(=O)(=O)c3cccs3)ccc2O[C@@H]1CN(C)C(=O)Nc1cccc2ccccc12	-1	1
COc1ccc(S(=O)(=O)Nc2ccc3c(c2)C(=O)N([C@H](C)CO)C[C@H](C)[C@@H](CN(C)S(C)(=O)=O)OCCCC[C@@H](C)O3)cc1	-19	6
CNC[C@@H]1Oc2ccc(N)cc2C(=O)N([C@H](C)CO)C[C@H]1C	-4	4

(list continues)
molecule	T cruzi intra	INS-1E ATP HTS
CNC[C@@H]1Oc2ccc(NS(=O)(=O)c3cn(C)cn3)cc2CC(=O)N([C@H](C)CO)C[C@@H]1C	-33	0
Cc1noc(C)c1S(=O)(=O)Nc1ccc2c(c1)C(=O)N([C@H](C)CO)C[C@H](C)[C@@H](CN(C)S(=O)(=O)c1ccccc1)O2	-13	/
COC(=O)CCCCCCC(=O)N/N=C/C1=CCCCC1	0	-1
CNC[C@@H]1Oc2ccc(NC(=O)Nc3ccc4c(c3)OCO4)cc2C(=O)N([C@H](C)CO)C[C@H]1C	-2	5
Cc1noc(C)c1S(=O)(=O)Nc1ccc2c(c1)C(=O)N([C@H](C)CO)C[C@@H](C)[C@H](CN(C)C(=O)Nc1ccc(C(F)(F)F)cc1)O2	6	-2
C[C@H](CO)N1C[C@H](C)[C@H](CN(C)Cc2ccc(Oc3ccccc3)cc2)Oc2ccc(NC(=O)Nc3ccc(F)cc3)cc2CC1=O	62*	-52
C[C@@H]1CN([C@H](C)CO)C(=O)c2cccc(NC(=O)c3nc4ccccc4s3)c2O[C@@H]1CN(C)C(=O)Nc1ccc(C(F)(F)F)cc1	-26	-67
COc1ccc(S(=O)(=O)Nc2ccc3c(c2)C(=O)N([C@H](C)CO)C[C@H](C)[C@@H](CN(C)Cc2ccc(C(=O)Nc4ccccc4N)cc2)O3)cc1	50	-1
CC(C)NC(=O)Nc1ccc2c(c1)C(=O)N([C@@H](C)CO)C[C@@H](C)[C@H](CN(C)S(=O)(=O)c1ccc(F)cc1)O2	1	9
C[C@@H]1CN([C@H](C)CO)C(=O)c2cccc(NC(=O)Nc3ccccc3)c2O[C@@H]1CN(C)C(=O)Nc1ccc(F)cc1	-3	3
Cc1noc(C)c1S(=O)(=O)Nc1ccc2c(c1)C(=O)N([C@@H](C)CO)C[C@H](C)[C@@H](CN(C)C(=O)Nc1ccc(C(F)(F)F)cc1)O2	4	1
C[C@@H]1CN([C@H](C)CO)C(=O)Cc2cc(NS(C)(=O)=O)ccc2O[C@@H]1CN(C)C	-9	3

Single entries from the results shown.
In T cruzi intra, Cc1noc(C)c1S(=O)(=O)Nc1ccc2c(c1)C(=O)N([C@H](C)CO)C[C@H](C)[C@@H](CN(C)S(=O)(=O)c1ccccc1)O2 shows -13
In INS-1E ATP HTS, C[C@@H]1CN([C@H](C)CO)C(=O)Cc2cc(NS(C)(=O)=O)ccc2O[C@@H]1CN(C)C shows 3

New compounds follow:
molecule	T cruzi intra	INS-1E ATP HTS
C[C@H](CO)N1C[C@H](C)[C@@H](CN(C)C(=O)Nc2ccccc2)Oc2c(NC(=O)CCCCCC(=O)Nc3ccccc3N)cccc2C1=O	-12	4
C[C@H](CO)N1C[C@H](C)[C@H](CN(C)S(=O)(=O)c2ccccc2)Oc2ccc(NS(=O)(=O)c3cn(C)cn3)cc2CC1=O	-3	-5
C[C@@H]1CN([C@H](C)CO)C(=O)c2cc(NC(=O)Cc3cn(C)c4ccccc34)ccc2O[C@H]1CN(C)S(=O)(=O)c1ccccc1	3	/
C[C@@H]1CN([C@@H](C)CO)C(=O)c2cccc(NS(=O)(=O)c3ccc(Cl)cc3)c2O[C@H]1CN(C)C(=O)Nc1cccc2ccccc12	-19	0
C[C@H](CO)N1C[C@H](C)[C@@H](CN(C)Cc2ccc(Cl)c(Cl)c2)Oc2ccc(N(C)C)cc2C1=O	36	-60
C[C@@H]1CN([C@H](C)CO)C(=O)c2cccc(NS(=O)(=O)c3cccs3)c2O[C@@H]1CN(C)S(=O)(=O)c1cccs1	-5	6
C[C@@H]1CN([C@H](C)CO)C(=O)c2cc(NC(=O)C3CCCCC3)ccc2O[C@H]1CN(C)S(=O)(=O)c1ccc(F)cc1	13	0
C[C@@H]1CN([C@H](C)CO)C(=O)c2cccc(NS(=O)(=O)c3cn(C)cn3)c2O[C@H]1CN(C)Cc1ccncc1	-19	4
CNC[C@@H]1Oc2ccc(NC(=O)Nc3ccc(OC)cc3)cc2CC(=O)N([C@@H](C)CO)C[C@@H]1C	-17	-1
C[C@H]1CN([C@@H](C)CO)C(=O)Cc2cc(NC(=O)Nc3ccc4c(c3)OCO4)ccc2O[C@@H]1CN(C)C(=O)Nc1ccc2c(c1)OCO2	10	-1
C[C@H](CO)N1C[C@H](C)[C@H](CN(C)C(=O)Nc2ccc3c(c2)OCO3)Oc2ccc(NC(=O)Nc3ccc(C(F)(F)F)cc3)cc2C1=O	1	-2
C[C@@H]1CCCCO[C@@H](CN(C)S(=O)(=O)c2ccc(F)cc2)[C@@H](C)CN([C@H](C)CO)C(=O)c2cc(NC(=O)Nc3ccc4c(c3)OCO4)ccc2O1	12	3

Next section
molecule	T cruzi intra	INS-1E ATP HTS
C[C@H]1CN([C@@H](C)CO)C(=O)c2cc(NC(=O)C3CC3)ccc2O[C@@H]1CN(C)C(=O)Nc1cccc2ccccc12	-8	-7
COc1ccc(CN(C)C[C@H]2Oc3ccc(NS(=O)(=O)c4ccc(F)cc4)cc3CC(=O)N([C@@H](C)CO)C[C@H]2C)cc1	44	-9
CC(C)NC(=O)N(C)C[C@H]1Oc2ccc(NS(=O)(=O)c3cccs3)cc2C(=O)N([C@H](C)CO)C[C@@H]1C	-8	7
C[C@H]1CN([C@@H](C)CO)C(=O)c2cccc(NC(=O)C3CC3)c2O[C@@H]1CN(C)Cc1ccccc1	-9	-2
C[C@@H]1CN([C@H](C)CO)C(=O)Cc2cc(NS(=O)(=O)c3ccccc3)ccc2O[C@H]1CN(C)C(=O)Nc1ccc(C(F)(F)F)cc1	1	0
C[C@H]1CN([C@@H](C)CO)C(=O)Cc2cc(NS(=O)(=O)c3ccc(Cl)cc3)ccc2O[C@H]1CN(C)Cc1ccc(Oc2ccccc2)cc1	7	-10
C[C@H]1CN([C@@H](C)CO)C(=O)c2cccc(NS(C)(=O)=O)c2O[C@H]1CN(C)C	-29	7
C[C@H](CO)N1C[C@H](C)[C@@H](CN(C)Cc2ccc(C(F)(F)F)cc2)Oc2ccc(NC(=O)Nc3ccc(C(F)(F)F)cc3)cc2C1=O	14	-20
NC(=O)COc1ccccc1/C=N/NC(=O)c1cccc(C(=O)NO)c1	-11	1
CNC[C@@H]1Oc2ccc(NS(=O)(=O)c3ccccc3)cc2C(=O)N([C@H](C)CO)C[C@H]1C	2	2
COc1ccc(CN(C)C[C@@H]2Oc3ccc(NS(=O)(=O)c4ccc(C)cc4)cc3C(=O)N([C@@H](C)CO)C[C@H]2C)cc1	10	-12
C[C@@H]1CCCCO[C@H](CN(C)S(=O)(=O)c2ccccc2)[C@@H](C)CN([C@H](C)CO)C(=O)c2cc(NC(=O)Nc3ccccc3)ccc2O1	-2	-4

Gathered by group: those above containing a CF3 group (six)
molecule	T cruzi intra	INS-1E ATP HTS
Cc1noc(C)c1S(=O)(=O)Nc1ccc2c(c1)C(=O)N([C@H](C)CO)C[C@@H](C)[C@H](CN(C)C(=O)Nc1ccc(C(F)(F)F)cc1)O2	6	-2
C[C@@H]1CN([C@H](C)CO)C(=O)c2cccc(NC(=O)c3nc4ccccc4s3)c2O[C@@H]1CN(C)C(=O)Nc1ccc(C(F)(F)F)cc1	-26	-67
Cc1noc(C)c1S(=O)(=O)Nc1ccc2c(c1)C(=O)N([C@@H](C)CO)C[C@H](C)[C@@H](CN(C)C(=O)Nc1ccc(C(F)(F)F)cc1)O2	4	1
C[C@H](CO)N1C[C@H](C)[C@H](CN(C)C(=O)Nc2ccc3c(c2)OCO3)Oc2ccc(NC(=O)Nc3ccc(C(F)(F)F)cc3)cc2C1=O	1	-2
C[C@@H]1CN([C@H](C)CO)C(=O)Cc2cc(NS(=O)(=O)c3ccccc3)ccc2O[C@H]1CN(C)C(=O)Nc1ccc(C(F)(F)F)cc1	1	0
C[C@H](CO)N1C[C@H](C)[C@@H](CN(C)Cc2ccc(C(F)(F)F)cc2)Oc2ccc(NC(=O)Nc3ccc(C(F)(F)F)cc3)cc2C1=O	14	-20

(further entries)
molecule	T cruzi intra	INS-1E ATP HTS
COc1ccc(S(=O)(=O)N(C)C[C@H]2Oc3c(NC(=O)Nc4ccc(F)cc4)cccc3C(=O)N([C@H](C)CO)C[C@H]2C)cc1	-23	-13
C[C@H](CO)N1C[C@H](C)[C@H](CN(C)S(=O)(=O)c2ccc(F)cc2)Oc2ccc(NC(=O)NC3CCCCC3)cc2C1=O	-12	3
C[C@H]1CN([C@@H](C)CO)C(=O)c2cccc(NC(=O)c3ccc(-c4nccs4)cc3)c2O[C@H]1CN(C)Cc1ccc2c(c1)OCO2	52	-21
C[C@H](CO)N1C[C@H](C)[C@H](CN(C)Cc2ccc(Oc3ccccc3)cc2)Oc2ccc(NS(=O)(=O)c3ccccc3)cc2C1=O	35	-14
O=C(O)c1ccc(/C=N/NC(=O)c2ccccn2)cc1	-18	5
CC(C)COC(=O)N(C)C[C@H]1OCc2cnnn2CCCC(=O)N([C@@H](C)CO)C[C@@H]1C	-9	4
C[C@@H]1CCCCO[C@@H](CN(C)C(=O)NC2CCCCC2)[C@@H](C)CN([C@H](C)CO)C(=O)c2cc(N(C)C)ccc2O1	10	-1
COc1ccc(S(=O)(=O)Nc2ccc3c(c2)C(=O)N([C@H](C)CO)C[C@H](C)[C@H](CN(C)C(=O)Nc2ccc4c(c2)OCO4)OCCCC[C@@H](C)O3)cc1	-13	5
C[C@@H]1CCCCO[C@H](CN(C)C(=O)Nc2ccc(C(F)(F)F)cc2)[C@@H](C)CN([C@H](C)CO)C(=O)c2cc(NC(=O)NC3CCCCC3)ccc2O1	68*	-4
C[C@@H]1CN([C@@H](C)CO)C(=O)CCCn2cc(nn2)CO[C@@H]1CN(C)S(=O)(=O)c1cn(C)cn1	-6	/
C[C@H](CO)N1C[C@H](C)[C@H](CN(C)C)Oc2ccc(NS(=O)(=O)c3cn(C)cn3)cc2CC1=O	6	4
C[C@H]1CN([C@@H](C)CO)C(=O)c2cc(NC(=O)Nc3ccc(F)cc3)ccc2O[C@@H]1CN(C)C(=O)Nc1ccc2c(c1)OCO2	-10	4

Going on with the list:
molecule	T cruzi intra	INS-1E ATP HTS
C[C@@H]1CN([C@@H](C)CO)C(=O)Cc2cc(NC(=O)CCC(F)(F)F)ccc2O[C@@H]1CN(C)S(=O)(=O)c1ccccc1	-7	4
C[C@@H]1CN([C@H](C)CO)C(=O)c2cc(NC(=O)Nc3ccc4c(c3)OCO4)ccc2O[C@H]1CN(C)C(=O)Nc1ccc(C(F)(F)F)cc1	19	-10
Cc1noc(C)c1S(=O)(=O)Nc1ccc2c(c1)C(=O)N([C@@H](C)CO)C[C@@H](C)[C@@H](CN(C)CC1CCCCC1)O2	12	-9
C[C@@H]1CCCCO[C@@H](CN(C)C(=O)Nc2cccc3ccccc23)[C@@H](C)CN([C@H](C)CO)C(=O)c2cc(NC(=O)Nc3ccccc3)ccc2O1	-22	1
C[C@H]1CN([C@@H](C)CO)C(=O)c2cccc(NC(=O)c3ccncc3)c2O[C@@H]1CN(C)S(=O)(=O)c1ccc(Cl)cc1	-12	7
C[C@H]1CN([C@@H](C)CO)C(=O)CCCn2nncc2CO[C@@H]1CN(C)C(=O)Nc1ccccc1	-12	6
C[C@H](CO)N1C[C@H](C)[C@@H](CN(C)Cc2ccc3c(c2)OCO3)Oc2ccc(NC(=O)c3ccncc3)cc2C1=O	-4	/
C[C@@H]1CN([C@H](C)CO)C(=O)Cc2cc(NS(=O)(=O)c3ccc(F)cc3)ccc2O[C@H]1CN(C)S(=O)(=O)c1ccccc1	-21	4
